# Source: PubChem BioAssay (National Center for Advancing Translational Sciences (NCATS))
# D1 PAM – Potentiators of Human D1 Dopamine Receptor: qHTS. D(1A) dopamine receptor (Homo sapiens), P21728. HEK293 TREx D1 cells, calcium flux, dopamine EC20 potentiation. potentiation, % at 10 µM. 0.036% of 360,000 active. AID 504651, 2011; in the data active = potentiation above about 30%; note: 0% is about no effect
# D1 antag – Antagonist of Human D 1 Dopamine Receptor: qHTS | D(1A) dopamine receptor (Homo sapiens), P21728 | HEK293 TREx D1 cells, calcium flux, dopamine EC80; hits give low values | activity change, negative = inhibition, % at 10 µM | 3.2% of 360,000 active | AID 504652, 2011; in the data active = activity change below about -30%; note: % is set by controls: 0 for no effect and ±100 for the full control effect
#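 After overnight tetracycline induction at 30 C, force-coupled D1 HEK293 cells took up a no-wash calcium dye at room temperature. Compounds were added and monitored 180 s, and the response to EC80 dopamine was then recorded.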
# Anesthetic bind – qHTS Assay for Identification of Novel General Anesthetics. Ferritin light chain (Equus caballus), P02791. apoferritin/1-aminoanthracene competitive binding, fluorescence. Potency, µM (top dose mostly 77.5 µM), inactives show at the top dose activity change, negative = displacement, hits mostly inhibitors. 0.074% of 350,000 active. AID 485281, 2010; note: potency is the fitted concentration of half-maximal effect; % is set by controls: 0 for no effect and ±100 for the full control effect; nearly all actives have a fitted effect of over 20% in size
# Target sequence (P02791 2-175 limits assumed): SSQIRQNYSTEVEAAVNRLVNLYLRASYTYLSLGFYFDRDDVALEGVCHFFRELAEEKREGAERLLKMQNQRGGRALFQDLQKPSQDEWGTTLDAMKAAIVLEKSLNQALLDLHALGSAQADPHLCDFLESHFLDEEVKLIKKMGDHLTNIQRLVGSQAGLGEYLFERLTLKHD
#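 In PBS, apoferritin at 10 uM is loaded with 1-AMA from a 50% saturated solution. After 10 min of compound exposure at ambient temperature, reduced 535 nm fluorescence indicates probe displacement.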
# RXFP1 agonist – qHTS Assay for Agonists of the Relaxin Receptor RXFP1 | Relaxin receptor 1 (Homo sapiens), Q9HBX9 | AID 2676, 2010 | 0.3% of 370,000 active | Potency, µM (series often up to 57.5 µM), without a hit: top-dose activation, actives largely listed as activators | HEK293T-RXFP1 cAMP TR-FRET, 30 min; response scale: percent of porcine relaxin response, buffer zero; note: potency is the fitted concentration of half-maximal effect; % is set by controls: 0 for no effect and ±100 for the full control effect; nearly all actives have a fitted effect of over 60% in size; many of its hits are not listed in these tables
# Target sequence (Q9HBX9 whole entry, looked up): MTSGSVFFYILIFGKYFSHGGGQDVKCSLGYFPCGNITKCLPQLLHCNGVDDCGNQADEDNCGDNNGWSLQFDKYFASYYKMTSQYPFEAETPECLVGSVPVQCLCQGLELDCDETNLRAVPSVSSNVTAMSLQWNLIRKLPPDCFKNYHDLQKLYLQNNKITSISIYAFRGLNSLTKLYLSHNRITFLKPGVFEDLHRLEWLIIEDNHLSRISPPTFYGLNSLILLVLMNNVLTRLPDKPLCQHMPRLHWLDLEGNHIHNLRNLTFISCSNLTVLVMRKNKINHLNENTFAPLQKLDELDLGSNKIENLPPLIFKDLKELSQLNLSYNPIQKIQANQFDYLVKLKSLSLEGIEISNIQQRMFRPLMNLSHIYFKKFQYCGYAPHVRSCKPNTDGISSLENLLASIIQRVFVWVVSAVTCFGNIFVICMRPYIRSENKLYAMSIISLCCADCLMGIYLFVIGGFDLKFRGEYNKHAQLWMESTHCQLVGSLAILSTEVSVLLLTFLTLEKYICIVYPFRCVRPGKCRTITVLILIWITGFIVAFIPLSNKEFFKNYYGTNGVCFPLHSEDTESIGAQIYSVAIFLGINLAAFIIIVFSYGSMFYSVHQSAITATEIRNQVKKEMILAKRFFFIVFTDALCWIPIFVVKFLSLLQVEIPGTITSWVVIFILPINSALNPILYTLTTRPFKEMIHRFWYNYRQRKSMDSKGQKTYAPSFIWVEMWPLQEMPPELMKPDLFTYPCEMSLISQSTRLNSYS
#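 HEK293T cells stably expressing RXFP1 were pretreated with the PDE4 inhibitor Ro 20174, exposed to compounds for 30 min at 37C, lysed, and cAMP was read by TR-FRET. Data normalized to buffer (basal) and 29 nM porcine relaxin (100%).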
# D2 PAM – HTS Assay for Positive Allosteric Modulators of the Human D2 Dopamine Receptor: Primary Screen for Potentiators; 0.34% of 340,000 active; potentiation, % at 10 µM; D(2) dopamine receptor (Homo sapiens), P14416; HEK293 T-REx D2, calcium flux, EC20 dopamine potentiation;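 active = potentiation over 3 SD above the plate norm, cut at about 30% in these data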; note: 0% is about no effect
#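 Tetracycline-induced Hek293 Trex D2 cells, force-coupled to calcium, loaded with no-wash calcium dye. Compound added with 180 s kinetic read for agonism, then EC20 dopamine and a further 180 s read for potentiation.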
# RXFP1 antagonist – qHTS Assay for Antagonists of the Relaxin Receptor RXFP1 | AID 1259400, 2018 | 0.59% of 350,000 active | activity change, negative = inhibition, % at 57.5 µM | Relaxin receptor 1 (Homo sapiens), Q9HBX9 | HEK293-RXFP1, relaxin-stimulated cAMP HTRF, 30 min; hits give low values;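 active = activity change of -60% or lower, but not beyond a set lower limit; inconclusive = change between -60% and -40%, or beyond the set limit; inactive = change above -40%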; note: % is set by controls: 0 for no effect and ±100 for the full control effect
# TRHR enhancer – qHTS for Small Molecule Agonists and Allosteric Enhancers of Human TRH Receptor: Primary Screen for Enhancers. Thyrotropin-releasing hormone receptor (Homo sapiens), P34981. TRHR cells, fluo-8 calcium fluorescence, EC20 TRH enhancement. enhancement, % at 2 µM. 0.66% of 360,000 active. AID 493056, 2011; in the data active = enhancement above about 30%; note: 0% is about no effect
#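 TRHR-expressing cells loaded with fluo-8 calcium dye were read kinetically (ex 480/em 530) during compound addition, then stimulated with an EC20 of TRH (10 nM final). Enhancement of the Gq-mediated intracellular calcium response was scored.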
# TRHR agonist – qHTS for Small Molecule Agonists and Allosteric Enhancers of Human TRH Receptor: Primary Screen for Agonists | 0.18% of 360,000 active | activation, % at 2 µM | AID 493084, 2011 | Thyrotropin-releasing hormone receptor (Homo sapiens), P34981 | TRHR cells, calcium flux fluo-8, FDSS agonist mode; in the data active = activation above about 30%; note: 0% is about no effect
#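 In this calcium-flux screen, cells bearing human TRHR are dye-loaded with fluo-8, baselined for 10 cycles, then exposed to library compounds; positive kinetic calcium responses during the agonist phase mark hits, with TRH as control.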
# D1 ag – Allosteric Agonists of the Human D1 Dopamine Receptor: qHTS; D(1A) dopamine receptor (Homo sapiens), P21728; HEK293 T-REx D1 cells, calcium flux, agonist mode; activation, % at 2 µM; 1% of 360,000 active; in the data active = activation above about 30%; note: 0% is about no effect
#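 Inducible HEK293 T-REx D1 cells, force-coupled to calcium signalling, were plated at 4000 cells/well with tetracycline and held overnight at 30 C. After no-wash calcium dye loading, compound-evoked calcium rise over 180 s flagged agonists.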
# Starred values were filed as active, the others as inactive; ? = inconclusive; . = no result given; [ ] = remark or other dose. Unless noted, calls come from the whole dose curve; as a rule, active = well fitted curve in the direction sought with a large enough effect; inconclusive = small, poorly fitted or top-dose-only effect, or another doubt; inactive = no such curve, though single readings can be large; an effect the other way counts as inactive or inconclusive. The list is partial; the hit share may differ from the screen's.
SMILES,D1 PAM,D1 antag,Anesthetic bind,RXFP1 agonist,D2 PAM,RXFP1 antagonist,TRHR enhancer,TRHR agonist,D1 ag
CCOc1ccc(/C(O)=C2/C(=O)C(=O)N(CC3CCCO3)C2c2ccc(C)o2)cc1 (stereo not drawn),-2,-2,-9%,14%,2,4,5,0.5,3
CCC(=O)N1CCc2cc(S(=O)(=O)CCC(=O)Nc3ccc(Cl)c(C(F)(F)F)c3)ccc21,6,-2,-21%,5.4%,28,.,-1,0.0,2
Cc1ccc(NC(=O)c2c(C)oc3ccc(O)c(CN4CCCCCC4)c23)c(C)c1,1,16,2%,0.4%,3,-15,0,-1.0,9
C=CCSc1nnc(-c2c[nH]c3ccccc23)n1CCOC,2,-6,-8%,0.4%,10,2,21,0.0,0
Fc1ccc(Nc2nc(SCc3cccc(Cl)c3)nc3ccccc23)cc1,-1,-5,44%[activator],4.6%,4,-18,0,1.2,8
Cc1ccc(S(=O)(=O)N2CCN(c3nccnc3C#N)CC2)cc1,5,-10,3%,0.5%,-1,-24,-7,-0.3,3
Cc1ccc(NC(=O)CCCn2c(=O)c3cccn3c3ccccc32)cc1Cl,0,-14,0%,-3.2%,-5,-24,1,-0.5,1
CCN(CC)c1ccc(C(=O)NCc2nc3cccnc3n2Cc2ccc(C)cc2)cc1,0,-2,?,4.1%,13,-9,3,-0.8,3
Cc1ccc(S(=O)(=O)N2CCOCC2)cc1NC(=O)COC(=O)c1ccccc1OCc1c(C)noc1C,2,-26,-7%,0.2%,.,9,-1,0.2,0
Cc1ccc(N2CCN(C(=O)c3ccccc3)CC2)c(C)c1,-2,-13,-3%,1.0%,-1,-17,0,0.9,1
COc1ccc(C2C(C#N)=C(N)OC3=C2C(=O)CC(C)(C)C3)cc1OC (stereo not drawn),3,-10,-9%,-0.1%,-4,-76*,3,0.5,0
O=C(O)[C@@H]1Cc2c([nH]c3ccccc23)C2CCC(=O)N21 (stereo partly drawn),3,0,-2%,-0.3%,-4,-3,1,0.8,2
O=C(NCCSc1ccccc1)c1ccccc1,0,-5,1%,0.0%,-2,0,-4,-0.6,-1
O=c1[nH]c2ccc(Br)cc2c(-c2ccccc2)c1N1CCOCC1,-5,7,-3%,4.3%,-4,.,-1,3.8,1
CCOC(=O)c1c(NC(=O)CN2CCOCC2)sc2c1CCCC2=O,7,1,-16%,5.6%,.,11,-1,-0.4,-2
CCN1C(=O)N(c2ccc(Cl)cc2)C(C)=CC1(C)C,4,-14,?,1.2%,0,5,1,1.0,0
Cn1c(NCCCO)nc2c1c(=O)n(Cc1ccccc1F)c(=O)n2C,0,24,-5%,0.8%,-6,0,3,0.2,-3
COc1ccccc1C(=O)NCCn1cc(SCC(=O)Nc2cc(C)on2)c2ccccc21,1,-2,-7%,-2.5%,10,11,19,-0.4,0
CCCCc1nc2ccccc2c(NC(=O)CN2CCCC2)c1CCC,-6,-10,-8%,3.5%,14,-4,4,0.3,0
COc1ccc(C2CC(=O)C3=C(C2)Nc2ccccc2N(C(C)=O)C3c2ccco2)cc1 (stereo not drawn),-2,5,?,1.7%,0,9,7,-0.8,0
C/C(=N\Nc1ccc([N+](=O)[O-])cc1)c1ccc(-n2nncc2C(C)(C)C)cc1,-5,9,-10%,-0.4%,-4,-9,10,0.7,1
O=C(O)CC(NC(=O)c1cccc([N+](=O)[O-])c1)c1ccc2c(c1)OCO2 (stereo not drawn),-7,8,-2%,4.4%,3,-17,-7,0.9,0
CSc1ccc(-c2ccco2)nn1,-9,3,-20%,1.1%,-6,-10,-7,0.2,1
C/C=C/c1ccc(OCCCCn2cncn2)c(OC)c1,3,-22,-2%,-1.8%,5,-2,13,-0.7,0
Nn1c(SCc2ccccc2)nnc1-c1ccco1,0,7,-5%,0.7%,-6,.,20,0.0,2

# Reprinted at random: 2 compounds from above, in no set order.
SMILES,D1 PAM,D1 antag,Anesthetic bind,RXFP1 agonist,D2 PAM,RXFP1 antagonist,TRHR enhancer,TRHR agonist,D1 ag
O=C(NCCSc1ccccc1)c1ccccc1,0,-5,1%,0.0%,-2,0,-4,-0.6,-1
O=c1[nH]c2ccc(Br)cc2c(-c2ccccc2)c1N1CCOCC1,-5,7,-3%,4.3%,-4,.,-1,3.8,1

# More entries
SMILES,D1 PAM,D1 antag,Anesthetic bind,RXFP1 agonist,D2 PAM,RXFP1 antagonist,TRHR enhancer,TRHR agonist,D1 ag
c1coc(C2Nc3ccccc3C3OCCC23)c1 (stereo not drawn),6,-10,-13%,-0.6%,-2,-6,7,-0.1,2
Cc1ccc(S(=O)(=O)N2CCOC2C(Cl)(Cl)Cl)cc1 (stereo not drawn),-3,-5,-17%,-0.4%,5,0,4,-0.3,3
CCOC(=O)C1CCCN(C(=O)c2ccc(C)cc2O)C1 (stereo not drawn),-3,-1,?,-1.8%,0,2,-1,0.2,0
CN1CCN(C(=S)NC(=O)c2cccc(S(=O)(=O)N(C)C)c2)CC1,-2,-1,-3%,-1.7%,-1,10,11,0.2,2
O=C(Nc1ccc(Br)c(Cl)c1)C1CC1,-1,1,?,2.6%,-1,2,-1,0.4,4
CCN(Cc1ccccc1)C(=O)c1[nH]c2ccc(OC)cc2c1C,-1,-2,-10%,2.3%,3,-5,7,-1.1,4
COc1ccc2c(CNC3CCC(C)CC3)c(C(=O)O)n(Cc3ccc(F)cc3)c2c1 (stereo not drawn),1,-14,-18%,2.8%,0,.,-1,0.1,0
CC(C(=O)NCc1ccc2c(c1)OCO2)N1c2cccc3cccc(c23)S1(=O)=O (stereo not drawn),-2,-28,7%,-0.2%,-7,0,-2,-0.7,7
CC(=O)Nc1ccc(S(=O)(=O)N2CCSC2c2ccccc2Cl)cc1 (stereo not drawn),-6,-29,?,0.6%,4,0,5,0.0,10
COc1ccc2nc(-c3ccccc3)cc(OC)c2c1,-6,-60*,-1%,0.0%,15,-16,6,-0.5,1
O=C(CN1CCN(c2ccccn2)CC1)Nc1ccc([N+](=O)[O-])cc1C(=O)Nc1ccccc1F,-2,2,-19%,-1.4%,18,-19,4,-0.4,5
CC(C)(C)NNC(=S)Nc1cccc(C(F)(F)F)c1,1,-6,3%,4.3%,4,-10,32*,-0.1,1
C/C(=N\NC(=O)c1cc2c(s1)CCC(C)C2)c1ccc[nH]1 (stereo not drawn),-11,2,.,2.9%,-12,5,1,0.2,1
C/C(CC(=O)NCc1ccco1)=N\NC(=O)Cc1ccc(Cl)cc1,-3,11,?,-2.7%,6,-4,-4,0.3,1
COc1ccc(NC(=O)/C(C#N)=C/c2c(C)nn(-c3ccc(F)cc3)c2Cl)cc1Cl,-2,-19,0%,0.9%,9,-13,0,-0.3,4
Cc1ccc(Cl)cc1NC(=O)C(Cc1ccccc1)N1C(=O)C2C3CCC(C3)C2C1=O (stereo not drawn),-4,8,-10%,3.7%,-15,-4,-6,-0.1,0
Cc1cc(=O)oc2cc(OCC3CC(c4ccc(Br)cc4)=NO3)ccc12 (stereo not drawn),-3,-4,-19%,4.2%,.,-12,-4,-0.1,2
CC(=O)Nc1nc(COc2ccccc2)cs1,-4,-12,-8%,-0.5%,-7,5,-17,-0.6,2
Cc1csc(CN(C)C(=O)C2CCC(=O)N(Cc3ccc(Cl)cc3)C2)n1 (stereo not drawn),3,3,-1%,-0.2%,-4,-6,12,-0.2,1
CN1C(=O)c2cccc3c(S(=O)(=O)Nc4ccccn4)ccc1c23,-3,-1,33%[activator],0.5%,13,-1,0,0.2,1
Clc1cccc(Sc2ccc(-c3ccccn3)s2)c1,-3,3,3%,25%,4,-2,-1,0.6,11
CSCCC(NC(=O)c1ccco1)C(=O)OCC(=O)N1c2ccccc2NC(=O)C1(C)C (stereo not drawn),-2,17,.,-1.4%,.,2,2,0.1,0

# Of the compounds above, eight contain a furan ring, fused or not.
SMILES,D1 PAM,D1 antag,Anesthetic bind,RXFP1 agonist,D2 PAM,RXFP1 antagonist,TRHR enhancer,TRHR agonist,D1 ag
CCOc1ccc(/C(O)=C2/C(=O)C(=O)N(CC3CCCO3)C2c2ccc(C)o2)cc1 (stereo not drawn),-2,-2,-9%,14%,2,4,5,0.5,3
Cc1ccc(NC(=O)c2c(C)oc3ccc(O)c(CN4CCCCCC4)c23)c(C)c1,1,16,2%,0.4%,3,-15,0,-1.0,9
COc1ccc(C2CC(=O)C3=C(C2)Nc2ccccc2N(C(C)=O)C3c2ccco2)cc1 (stereo not drawn),-2,5,?,1.7%,0,9,7,-0.8,0
CSc1ccc(-c2ccco2)nn1,-9,3,-20%,1.1%,-6,-10,-7,0.2,1
Nn1c(SCc2ccccc2)nnc1-c1ccco1,0,7,-5%,0.7%,-6,.,20,0.0,2
c1coc(C2Nc3ccccc3C3OCCC23)c1 (stereo not drawn),6,-10,-13%,-0.6%,-2,-6,7,-0.1,2
C/C(CC(=O)NCc1ccco1)=N\NC(=O)Cc1ccc(Cl)cc1,-3,11,?,-2.7%,6,-4,-4,0.3,1
CSCCC(NC(=O)c1ccco1)C(=O)OCC(=O)N1c2ccccc2NC(=O)C1(C)C (stereo not drawn),-2,17,.,-1.4%,.,2,2,0.1,0
